Bioassay records as filed in PubChem.
bovine MsrA act – bovine MsrA enzyme activators, primary screen, biochemical, absorbance, HTS. 360,000 compounds, 0.3% hits. Methionine sulfoxide reductase A (Bos taurus). activation, % at 10.6 µM. AID 602163, 2012. purified bovine MsrA, absorbance read-out; in the data active = activation above about 7.5%;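 note: 0% = vehicle and 100% = reference activator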
SKN-1 block – suppressors of acrylamide-induced Pgst-4::GFP reporter in worms, primary screen, SKN-1 inhibitor project, whole organism, uHTS, GFP/RFP fluorescence ratio, strain VP596; AID 624304, 2012; C. elegans VP596 Pgst-4::GFP/RFP ratio, 24 h; 360,000 compounds, 0.49% hits; inhibition, % at 21.8 µM;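 active = interference check ratio from 0.5 to 1.5 plus GFP to RFP signal ratio inhibition reaching or exceeding a fixed threshold, cut at about 30% in these data, passing the limit was not always enough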; note: some compounds called inactive have numbers as strong as hits
FAS TE block – FAS thioesterase domain inhibitors, primary screen, biochemical, fluorescence intensity, uHTS; Fatty acid synthase (Homo sapiens), P49327; recombinant FAS-TE, OMFH fluorogenic substrate, fluorescence endpoint; inhibition, % at 15 µM; 360,000 compounds, 0.67% hits;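 active = compounds whose normalised, plate-corrected inhibition of enzyme fluorescence in the single-dose primary screen is 50% or more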;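 note: 0% = DMSO with enzyme and 100% = substrate without enzyme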
MsrA inh – bovine MsrA enzyme inhibitors, primary screen, biochemical, absorbance, HTS; AID 651718, 2012; 360,000 compounds, 0.75% hits; purified bovine MsrA, absorbance read-out; inhibition, % at 15.5 µM; in the data active = inhibition above about 4.5%;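 note: 0% = vehicle wells with enzyme and 100% = reference inhibitor wells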
Neddylation inh – inhibitors of cullin neddylation, primary screen, biochemical, TR-FRET, uHTS, NAE and Ubc12; 360,000 compounds, 0.58% hits; NEDD8-conjugating enzyme Ubc12 (Homo sapiens) + NEDD8-activating enzyme E1 regulatory …; AID 651699, 2012; calls only at 25 µM; in the data active = inhibition above about 36%
Rin1-Abl PPI inh – inhibitors of Rin1-Abl protein binding, primary screen, biochemical, TR-FRET; Tyrosine-protein kinase ABL1 (Homo sapiens) + Ras and Rab interactor 1 (Homo sapiens), …; inhibition, % at 7.35 µM; 360,000 compounds, 0.4% hits; AID 588664, 2011; in the data active = inhibition above about 5%, passing the limit was not always enough
E coli Lon inh – inhibitors of E. coli Lon protease, primary screen, biochemical, fluorescence polarization | 360,000 compounds, 0.42% hits | inhibition, % at 7.94 µM | AID 602123, 2011 | purified E. coli Lon protease; in the data active = inhibition above about 13%, passing the limit was not always enough;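 note: 0% = enzyme with probe and DMSO and 100% = no enzyme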
Target sequence (P0A9M0 whole entry, looked up): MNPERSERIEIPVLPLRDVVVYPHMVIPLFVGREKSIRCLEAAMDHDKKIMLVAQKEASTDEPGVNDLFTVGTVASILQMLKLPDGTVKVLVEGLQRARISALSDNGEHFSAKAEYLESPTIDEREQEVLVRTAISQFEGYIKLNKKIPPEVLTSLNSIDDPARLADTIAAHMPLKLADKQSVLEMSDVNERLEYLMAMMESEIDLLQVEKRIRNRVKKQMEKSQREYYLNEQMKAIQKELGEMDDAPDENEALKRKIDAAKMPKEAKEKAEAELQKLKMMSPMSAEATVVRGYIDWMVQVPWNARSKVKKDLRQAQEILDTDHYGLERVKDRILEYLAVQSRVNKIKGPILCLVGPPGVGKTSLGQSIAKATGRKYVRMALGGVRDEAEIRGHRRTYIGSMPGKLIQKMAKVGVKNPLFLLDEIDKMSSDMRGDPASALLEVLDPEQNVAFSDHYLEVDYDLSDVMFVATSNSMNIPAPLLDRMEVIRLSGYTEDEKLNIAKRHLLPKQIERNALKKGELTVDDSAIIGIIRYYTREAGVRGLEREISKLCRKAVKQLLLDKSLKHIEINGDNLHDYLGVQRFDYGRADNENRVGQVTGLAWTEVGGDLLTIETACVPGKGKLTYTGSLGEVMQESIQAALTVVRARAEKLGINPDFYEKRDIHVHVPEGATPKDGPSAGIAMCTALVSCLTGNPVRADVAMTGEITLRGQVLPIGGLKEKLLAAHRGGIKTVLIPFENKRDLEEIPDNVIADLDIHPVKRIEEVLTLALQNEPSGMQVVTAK
MT1-MMP act inh – blockers of MT1-MMP proenzyme processing, primary screen, HT1080 RFP-PRO-GFP cells, GFP/RFP fluorescence | GFP/RFP ratio fluorescence, overnight; percent of plate control window, DMSO zero | GFP/RFP ratio change, % at 20 µM | 360,000 compounds, 0.061% hits | AID 651647, 2012;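 active = GFP/RFP ratio change of at least 30% with cell ATP level not reduced by more than half and red fluorescence within 50% of control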; note: strong numbers were not always called active
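Assay system: RFP-PRO-GFP reporter HT1080 cells; read-out basis: GFP/RFP fluorescence ratio; benchmarks: DMSO wells and RFP-L50D-GFP cells; doses: 20 µM single dose, 1% DMSO; schedule: overnight cell settling, then overnight compound exposure, 37 °C, 5% CO2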
NRP1-CendR mod – modulators of CendR peptide binding to NRP-1, primary screen, biochemical, fluorescence polarization, uHTS | FAM-RPARPAR peptide binding to NRP-1 | inhibition, % at 25 µM | Neuropilin-1 (Homo sapiens), O14786 | AID 602438, 2012 | 360,000 compounds, 0.85% hits;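 active = inhibition or corrected inhibition above about 18%, plus a signal ratio from 0.5 to 1.5, limit read from the data, passing the limit was not always enough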; note: strong numbers were not always called active
* = called active by the depositor; i = inactive; . = no result given.

no.	Compound	bovine MsrA act	SKN-1 block	FAS TE block	MsrA inh	Neddylation inh	Rin1-Abl PPI inh	E coli Lon inh	MT1-MMP act inh	NRP1-CendR mod
1	COC(=O)c1ccc(OCC(O)CN(CCO)CC(O)Cn2ccc3ccccc32)cc1 (configuration not stated)	0	5	-2	0.8	i	1	-3	3	12
2	O=C(CSc1ccccc1C(=O)O)Nc1ccc2c(c1)OCO2	-7	-6	2	-0.8	i	2	-6	2	-12
3	COc1ccc(CN2C(=O)c3cccnc3C2Nc2ccc(OC)c(Cl)c2)cc1 (configuration not stated)	-6	10	2	0.1	i	-1	-12	3	-4
4	Cc1sc2ncnc(N3CCC(C(=O)N(C)CC(=O)Nc4ccccc4Br)CC3)c2c1C	0	10	8	0.2	i	1	3	-5	-1
5	O=C(Nc1ccc(S(=O)(=O)N2CCCCC2)cc1)c1ccccc1F	-2	-7	6	1.8	i	-1	-1	1	4
6	COc1cc(C(=S)N2CCOCC2)ccc1OS(=O)(=O)c1ccc(Cl)cc1	-1	21	13	-0.2	i	0	-8	5	-7
7	CCN(CC(=O)NCc1ccc(F)cc1)C(=O)c1ccc(C(=O)c2ccccc2)cc1	-2	5	1	-0.5	i	2	2	-1	13
8	CN(C)CCCN(C(=O)CCc1ccccc1)c1nc2ccc(F)cc2s1	-2	1	-4	-0.4	i	-1	-8	0	-14
9	Cc1nnc(N2CCc3ccccc3C2)[nH]c1=O	-3	15	-1	-1.6	i	-1	1	1	-3
10	Cc1ccc(C)c(C(=O)Nc2cc(C)nn2-c2nc(C)cc(C)n2)c1	-6	12	3	-1.5	i	1	-1	-5	-6
11	Cc1nnc(SCc2ccc([N+](=O)[O-])cc2)o1	-2	5	-1	-0.2	i	2	-3	0	11
12	CCCCN1C(=O)Nc2ccccc2S1=O (configuration not stated)	2	12	-14	1.9	i	2	-8	-3	2
13	CN(C)CCCO/N=C(\c1ccccc1)c1ccncc1	-3	7	-6	1.0	i	-4	-9	-4	-4
14	CCN(C(=O)CN1CCCCC1)c1c(N)n(Cc2ccccc2)c(=O)[nH]c1=O	-5	11	-6	-0.2	i	2	-20	-8	-9
15	COc1ccc(C(=O)c2c[nH]c(C(=O)NCc3cccnc3)c2)cc1	-7	-18	-5	0.1	i	-1	10	-4	-13
16	CC(C)Cc1nnc(NS(=O)(=O)Cc2ccccc2)s1	-5	20	-6	0.3	i	-3	1	-8	-4
17	CNC(=O)c1nn(-c2ccccc2)ccc1=O	-4	30	-8	0.8	i	-2	12	3	15
18	Cc1cc(Br)ccc1NC(=O)CN(C)C(=O)CNC(=O)Cc1ccccc1	-6	-17	-9	-0.8	i	7	-6	3	6
19	CCNC(=O)NC(=O)C(C)Sc1nc2cc(C(=O)OC)ccc2c(=O)n1-c1ccccc1 (configuration not stated)	-4	5	-3	-0.9	i	-5	1	-4	0
20	Cc1ccc(S(=O)(=O)N(CCO)c2cc3c(s2)CCCC3)cc1	-4	-14	4	-0.1	i	3	1	-9	4
21	O=S(=O)(NCc1ccccc1)c1ccccc1Br	-3	1	-4	-0.5	i	-1	-3	0	12
22	O=C(CCc1ccccc1)NC1C2CC3CC(C2)CC1C3 (configuration not stated)	-2	19	2	-0.7	i	-2	-3	-2	-2
23	O=C(COc1ccc(Cl)cc1Cl)N/N=C/c1ccc(OC2OC(CO)C(O)C(O)C2O)cc1 (configuration not stated)	-2	5	-2	-0.6	i	-2	-1	9	4
24	COc1ccc(CCNC(=O)CCc2ccc(S(=O)(=O)NC(C)C)cc2)cc1OC	2	12	-6	1.4	i	-2	-16	-3	11
25	COCCn1c(N)c(N(Cc2ccccc2)C(=O)c2ccc(-c3ccc(Cl)cc3)o2)c(=O)[nH]c1=O	-9	-10	0	2.4	i	-2	9	4	-7
26	CC(C)(C)c1cc(NC(=O)c2cccc([N+](=O)[O-])c2)no1	-2	6	2	.	i	4	-7	1	-5
27	COc1ccc(/C=N/NC(=O)C(N)=O)c(OC)c1OC	-5	1	-9	2.5	i	-1	1	-1	-12
28	CCOC(=O)N1CCN(CC(O)COCc2ccccc2)CC1 (configuration not stated)	-3	10	-3	1.6	i	-1	-7	2	10
29	Cc1ccc(-c2c[n+](Cc3ccc(Cl)c(Cl)c3)c3n2CCC3)cc1	2	3	8	0.9	i	1	-3	-30	-8
30	Cc1cnc(NC(=O)c2ccccn2)s1	2	9	-3	0.0	i	0	0	6	-17
31	CCc1ccccc1NC(=O)CCc1c(C)nc(SC)nc1C	-3	11	-3	0.4	i	3	-2	0	-2
32	Cc1ccc(N(Cc2ccc(C(=O)NCCSc3ccccn3)cc2)S(C)(=O)=O)cc1C	-8	-8	-7	0.1	i	-4	-3	-5	1
33	COc1ccc(/C=C/c2ccncc2)cc1OC	-2	11	-5	2.4	i	-1	2	2	15
34	COc1ccccc1CNc1cncnc1	-4	21	-10	-0.3	i	0	-6	-8	-7
35	O=C(c1cc(-c2cccs2)on1)N1CCc2ccccc2C1	0	27	12	-0.7	i	1	0	0	10
36	Cc1ccc(-c2ccc3nnc(SCC(=O)NCC4CCCO4)n3n2)cc1 (configuration not stated)	-3	6	-5	0.3	i	-1	-3	1	6
37	Cc1ccc(/C=N/NC(=S)NC(C)C)o1	-12	-20	-15	3.1	i	0	-5	1	-6
38	COc1ccccc1-c1nc2n(n1)C(c1ccc(Cl)cc1)C(C(N)=O)=C(C)N2 (configuration not stated)	0	12	-4	0.2	i	-2	16*	1	-2
39	CCOc1ccc(S(=O)(=O)N2CCC(C(=O)NCCc3ccc(OC)c(OC)c3)CC2)cc1	0	1	-2	2.5	i	0	-4	2	2
40	O=C(C1=C[C@H](c2ccc(C(F)(F)F)cc2)C[C@H](OCc2ccc(CO)cc2)O1)N1CCCCCCC1	-4	9	8	.	i	1	0	-1	14
41	CC(C)(C)NC(=O)C(c1ccccn1)N(C(=O)C1CSC(=O)C1)c1ccc(F)cc1 (configuration not stated)	0	3	-3	1.4	i	4	1	-2	7
42	CCCc1nnc(NC(=O)CCC(=O)N2CCN(Cc3cc(Cl)ccc3OC)CC2)s1	-4	-17	2	1.1	i	-2	-5	2	-7
43	O=C(/C=C/c1ccccc1Cl)NC1CCCCC1	-7	16	5	-1.7	i	0	-1	4	9
44	Cn1c(=O)oc2cc(S(=O)(=O)NCCC(=O)NCCc3ccccc3)ccc21	-3	12	2	0.4	i	-3	0	0	-7
45	O=C(c1ccc2c(c1)CCN2S(=O)(=O)c1ccccc1)N1CCN(c2ccc(F)cc2)CC1	-10	1	17	-0.5	i	-5	-1	8	2
46	Cc1nn(C(C)C(=O)Nc2ccc(Cl)cn2)c(C)c1[N+](=O)[O-] (configuration not stated)	-3	-2	6	1.6	i	2	2	-4	-4
47	COc1ccc(CNS(=O)(=O)c2cc(-c3cc(C)no3)ccc2C(C)C)cc1	-3	9	14	2.8	i	1	-6	-6	0
48	Brc1ccc(CNc2nc3ccccc3n2CCN2CCCCC2)cc1	0	1	18	-0.4	i	-3	0	-2	6
49	Cc1ccccc1N1C(=O)C2C3CC(=O)C(c4ccccc43)C2C1=O (configuration not stated)	-3	8	-6	0.9	i	-1	-7	4	9
50	Cc1ccc(C(C(=O)NC2CCCC2)N(C(=O)CNC(=O)c2ccco2)c2ccccc2)o1 (configuration not stated)	-1	8	-3	0.5	i	3	-1	0	4
51	Cc1ccccc1OC(C)C(=O)Nc1ccc(S(=O)(=O)Nc2nccs2)cc1 (configuration not stated)	0	-4	1	-1.4	i	2	2	4	0
52	CCc1nc2ccc(C(=O)Nc3cccc(OC)c3)cn2c1N(CC)CCN(C)C	-2	19	-6	1.6	i	-1	3	-4	-6
53	COc1ccccc1C(=O)N(C1=NC(C)CS1)c1ccc(Cl)cc1 (configuration not stated)	-3	-18	7	0.1	i	-1	2	-2	11
54	NC(=O)COC(=O)c1ccc(C(=O)C(=O)c2ccccc2)cc1	-12	-3	0	0.1	i	1	1	1	6
55	O=S(=O)(NC1=NCCCCC1)c1ccccc1Cl	-5	-1	-7	-0.2	i	1	1	1	2
56	O=C(O)/C(=C/c1ccc(Cl)c([N+](=O)[O-])c1)c1ccc(S(=O)(=O)N2CCCCC2)s1	-2	19	56*	3.0	i	0	2	4	-12
57	CC(=O)c1c(N2CCN(Cc3ccc4c(c3)OCO4)CC2)nc(=S)n(-c2ccccc2)c1C	-1	8	-6	0.2	i	-3	-11	-7	-20
58	COc1ccc(Nc2cccccc2=O)cc1	-1	5	-6	2.0	i	-2	-3	-8	12
59	COc1cc(/C=N/NC(=O)c2ccc(N3CCCC3=O)cc2)ccc1O	-6	-1	-5	4.5	i	-5	8	-4	9
60	Cc1ccccc1CN(C)CC(=O)NC(C)CCc1ccccc1 (configuration not stated)	-6	1	4	-1.2	i	-2	5	-2	12

In another format: entries from further up
47	COc1ccc(CNS(=O)(=O)c2cc(-c3cc(C)no3)ccc2C(C)C)cc1
49	Cc1ccccc1N1C(=O)C2C3CC(=O)C(c4ccccc43)C2C1=O (configuration not stated)

| Assay by compound | 47 | 49 |
| --- | --- | --- |
| bovine MsrA act | -3 | -3 |
| SKN-1 block | 9 | 8 |
| FAS TE block | 14 | -6 |
| MsrA inh | 2.8 | 0.9 |
| Neddylation inh | i | i |
| Rin1-Abl PPI inh | 1 | -1 |
| E coli Lon inh | -6 | -7 |
| MT1-MMP act inh | -6 | 4 |
| NRP1-CendR mod | 0 | 9 |

Continued.
no.	Compound	bovine MsrA act	SKN-1 block	FAS TE block	MsrA inh	Neddylation inh	Rin1-Abl PPI inh	E coli Lon inh	MT1-MMP act inh	NRP1-CendR mod
61	O=C(C1CC1)N1CCc2cc(Br)cc(S(=O)(=O)NCc3ccccn3)c21	-1	-2	-4	0.6	i	2	-7	-1	-5
62	Cn1c(N2CCCCC2)cc(=O)n(C)c1=O	-7	-32	-8	-1.2	i	-4	2	-5	1
63	Cc1ccc([C@@H]2C[C@H]3[C@@H](CN2S(=O)(=O)c2ccc(Cl)cc2)C(=O)C[C@@H](c2cccc(Cl)c2)N3S(=O)(=O)c2ccc(C)cc2)cc1	-1	14	18	0.2	i	-3	1	-1	4
64	CCOC(=O)C1CCN(c2ncnc3c2c(-c2ccccc2)cn3-c2ccc(C)cc2)CC1	2	1	27	0.4	i	-3	-2	-6	-4
65	Cc1ccc(C(=O)NCC(=O)N2CCCN(S(=O)(=O)c3ccc(C)cc3)CC2)cc1	-11	-4	-7	0.3	i	6	2	-3	12
66	CCOC(=O)C1=C(C)Nc2ncnn2C1c1ccc2c(c1)OCO2 (configuration not stated)	-1	5	-9	1.4	i	1	-1	1	-19
67	CCOc1ccc(C(CC(=O)O)NC(=O)c2sc3ccccc3c2Cl)cc1 (configuration not stated)	-5	-4	3	1.7	i	-18	-17	0	2
68	CCOc1ccc(NC(=O)Cn2ncc3ccccc32)cc1	-3	17	-6	0.6	i	0	0	2	2
69	Cc1ccc(S(=O)(=O)NCCC(=O)N2CCCCCCC2)cc1C	-6	3	1	1.2	i	0	10	1	1
70	COc1ccc(S(=O)(=O)N2CCCOC2CNC(=O)C(=O)NCCCN2CCOCC2)cc1C (configuration not stated)	-5	-4	-3	0.5	i	1	-13	3	5
71	CSc1nc2nc3c(c(=O)n2[nH]1)CCCC3	1	-6	-8	-1.0	i	0	4	1	-2
72	CCN(CC(=O)Nc1ccc(OC)cc1)C(=O)c1ccc(N2C(=O)CCC2=O)cc1	-1	16	-8	1.1	i	4	-6	-1	0
73	COc1ccccc1C(=O)N/C(N)=N/c1nc2ccccc2o1	1	13	4	-0.1	i	-4	-2	-4	-33
